Source: PubChem BioAssay (The Scripps Research Institute Molecular Screening Center)
TDP2 inh = blocks human TDP2 phosphodiesterase activity; AID 720702; inhibition, % at 12.8 µM; recombinant TDP2, T5PNP hydrolysis, p-nitrophenol absorbance 415 nm; O95551; 370,000 tested, 0.34% active;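 active means inhibition above the mean of all tested compounds plus 3 SD, set per campaign, cut at about 25% in these data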;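 further: 0% = DMSO with enzyme and 100% = buffer with substrate but no TDP2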
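Assay system: recombinant human TDP2 / Reagent: T5PNP substrate at 5 mM, a TopII-DNA adduct mimic / Measured by: epi absorbance from released p-nitrophenol / Evaluation: % inhibition relative to enzyme-containing and enzyme-free wells / Control set: enzyme-free and DMSO wells / Replicates: each compound tested once, singlicate / Schedule: enzyme reaction with compound for 2 h at 37 °C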
LEDGF integ inh = blocks HIV-1 LEDGF/p75-dependent DNA integration; TR-FRET IN-LEDGF/p75 DNA integration, Eu/Cy5; inhibition, % at 3.7 µM; 370,000 tested, 0.64% active;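 active means inhibition above the screen-wide mean plus 3 SD, cut at about 13% in these data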;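 further: signal is the Cy5 over europium emission ratio at 671 and 618 nm; 0% = plate median of compound wells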
UHRF1 binding = UHRF1 methyl-DNA binding inhibition. Q96T88. UHRF1 binding to methylated oligo, TR-FRET. inhibition, % at 4.4 µM. 370,000 tested, 0.75% active. AID 687016; in the data active means inhibition above about 21%;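 further: UHRF1 SRA domain binding a hemimethylated CpG hairpin DNA probe; 0% = median of test compound wells and 100% = reference inhibitor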
Target sequence (Q96T88 whole entry, looked up, the tested form may be a part): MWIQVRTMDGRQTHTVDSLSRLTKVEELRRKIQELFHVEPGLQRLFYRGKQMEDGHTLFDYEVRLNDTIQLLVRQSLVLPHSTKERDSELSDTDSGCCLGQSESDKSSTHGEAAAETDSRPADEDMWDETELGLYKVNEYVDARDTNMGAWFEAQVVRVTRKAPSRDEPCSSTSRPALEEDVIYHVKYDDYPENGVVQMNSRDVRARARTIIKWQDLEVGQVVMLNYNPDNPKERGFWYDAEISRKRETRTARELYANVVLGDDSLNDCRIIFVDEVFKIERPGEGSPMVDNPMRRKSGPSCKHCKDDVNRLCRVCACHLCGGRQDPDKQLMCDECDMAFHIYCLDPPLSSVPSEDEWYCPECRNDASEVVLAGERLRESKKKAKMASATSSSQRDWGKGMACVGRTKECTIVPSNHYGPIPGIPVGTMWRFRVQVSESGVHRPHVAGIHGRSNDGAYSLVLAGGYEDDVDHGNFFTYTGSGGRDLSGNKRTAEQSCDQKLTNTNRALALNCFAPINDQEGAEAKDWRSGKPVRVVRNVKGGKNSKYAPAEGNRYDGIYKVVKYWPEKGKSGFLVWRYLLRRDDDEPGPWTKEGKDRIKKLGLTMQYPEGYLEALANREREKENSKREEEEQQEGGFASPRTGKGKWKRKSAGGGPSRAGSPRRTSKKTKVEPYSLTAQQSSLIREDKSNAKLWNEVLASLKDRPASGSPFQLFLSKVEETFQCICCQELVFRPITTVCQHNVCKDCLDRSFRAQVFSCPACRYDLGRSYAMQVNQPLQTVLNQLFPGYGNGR
Tn7 DDE FP = DD(E)-Tn7 binding inhibition, primary FP screen; P02675; FP displacement of FITC-Tn7 peptide from fibrin DD(E); 0% = median of compound wells per plate; inhibition, % at 8.3 µM; 370,000 tested, 0.13% active;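 active means inhibition above the mean of compounds falling within the control limits plus 3 SD of them, cut at about 14% in these data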;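 further: 0% = plate median of compound wells and 100% = 10 µM Aha-Tn7 peptide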
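assay system = human clot-derived fibrin DD(E) complex | quantity = Fibrin-DD(E) at 2 µM final | timing = 10 min preincubation, 3 h with tracer, room temperature | signal = fluorescence polarization | measure = percent inhibition | benchmarks = high control wells with 10 µM unlabelled Aha-Tn7 peptide (full inhibition) | replicates = singlicate testing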
TCR-CD3 inh = inhibitors of human TCR-CD3 interaction; TAMRA-labeled TCR probe fluorescence, biochemical; inhibition, % at 9.4 µM; 360,000 tested, 0.37% active; in the data active means inhibition above about 19%;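 further: recombinant mutant TCR 2C K166C tagged with TAMRA read by polarization; 0% = receptor in buffer alone and 100% = receptor with positive control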
DDE Tn6 FP inh = disrupts Tn6 cyclic peptide binding to fibrin D-Dimer-E complex. P02675. Fibrin DD(E) TRITC-Tn6 fluorescence polarization displacement. inhibition, % at 8.3 µM. 370,000 tested, 0.21% active;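 active means inhibition above a per-campaign cutoff: mean of compounds within control limits plus 3 SD, cut at about 15% in these data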;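 further: 0% = median of all compound wells on the plate and 100% = blocking peptide control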
SIAE primary = inhibitors of human sialic acid acetylesterase SIAE; Q9HAT2; SIAE FP-Rh probe binding, fluorescence polarization; 370,000 tested, 0.69% active; inhibition, % at 9.66 µM;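 active means inhibition above a cutoff: mean of compounds within the control limits plus 3 SD of those, cut at about 17% in these data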;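 further: 0% = plate median of compound wells and 100% = probe without SIAE protein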
proKLK7 act = activators of human kallikrein-7 zymogen; 370,000 tested, 0.9% active; purified proKLK7, EDANS-DABCYL substrate fluorescence; 100% is mature enzyme control, 0% vehicle; activation, % at 7 µM;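 active means activation above the mean of all tested compounds plus 3 SD, computed per campaign excluding outliers beyond control limits, cut at about 13% in these data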
Target sequence (P49862 whole entry, looked up): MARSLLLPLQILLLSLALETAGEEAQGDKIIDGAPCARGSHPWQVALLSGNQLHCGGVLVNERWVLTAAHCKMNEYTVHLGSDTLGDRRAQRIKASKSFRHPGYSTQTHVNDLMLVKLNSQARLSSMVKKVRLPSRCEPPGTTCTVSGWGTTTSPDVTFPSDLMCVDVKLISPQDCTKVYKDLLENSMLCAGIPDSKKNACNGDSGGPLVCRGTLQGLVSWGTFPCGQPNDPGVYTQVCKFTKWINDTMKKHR
PRMT1 inh = PRMT1 (human) inhibition, primary screen | Q99873 | recombinant PRMT1, activity-based probe fluorescence polarization | inhibition, % at 2.79 µM | 370,000 tested, 1.3% active | AID 652257;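 active means inhibition above about 21% made by adding two undisclosed values, limit read from the data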
MBD2 inh = inhibitors of human MBD2 binding to methylated oligonucleotide | AID 686964 | TR-FRET | 370,000 tested, 0.31% active | inhibition, % at 4.4 µM | Q9UBB5; in the data active means inhibition above about 13%
* hit, by the source's call.

SMILES	TDP2 inh	LEDGF integ inh	UHRF1 binding	Tn7 DDE FP	TCR-CD3 inh	DDE Tn6 FP inh	SIAE primary	proKLK7 act	PRMT1 inh	MBD2 inh
N#Cc1ccc(S(=O)(=O)N2CCC(C(=O)N3CCN(Cc4ccc5c(c4)OCO5)CC3)CC2)cc1	-3	-6	-1	0	-7	-2	-1	0.1	6	0
Cc1ccc(S(=O)(=O)N2CCOCC2)cc1C(=O)Nc1ccc(S(=O)(=O)Nc2nccs2)cc1	5	1	2	0	-2	9	4	0.1	1	-6
Cc1ccccc1CN(C)Cc1cc(=O)oc2c(C)c(C)ccc12	1	-1	0	-3	2	-7	4	0.5	5	8
COc1cc(C(=O)N/N=C/c2sccc2C)cc(OC)c1OC	2	-5	-4	-5	-7	-6	1	-0.2	3	-3
CCOC(=O)N(CC)OC(=O)Nc1ccc(Cl)cc1	-6	2	-3	3	-3	-2	3	0.2	6	-1
Cc1ccc2nc(COc3ccc(Cl)cc3)cc(=O)n2c1	0	7	0	-4	-6	-4	-2	0.6	-9	-5
CCCC1(C(=O)OCC)NC(c2ccc(N(C)C)cc2)C2C(=O)N(c3ccc(F)cc3)C(=O)C21 (stereo not drawn)	0	-4	-2	-1	-2	-4	2	-0.3	1	-1
O=C(COC(=O)c1ccccc1NC(=O)c1ccco1)Nc1ccc2c(c1)OCO2	-8	-1	-2	-6	1	-7	-3	0.8	-3	-6
Oc1ccc(-c2cnc3ccccc3n2)cc1	-11	4	-4	-1	2	-2	6	0.6	1	-2
CCn1nc(C(=O)OCC(=O)NC(C)C)c2ccccc2c1=O	7	3	-2	2	0	-4	3	-0.1	0	-2
O=C(NCCC1=CCCCC1)C1CCN(S(=O)(=O)c2ccc(Br)s2)CC1	-1	5	1	4	2	1	7	1.2	-1	2
CCCCNC(=S)NNC(=O)c1ccoc1C	-11	2	-1	4	2	-1	-1	-0.4	-1	0
OCCCn1c(-c2ccccc2)csc1=Nc1ccccc1	-3	-6	1	-1	2	0	-1	-0.2	3	-1
OCC[C@H]1C[C@@H](O)[C@H](O)[C@@]2(Cc3ccccc3O2)O1	16	0	-1	1	-3	2	11	-0.4	1	1
O=C(O)c1cccc2c1C(=O)c1ccc(-c3ccc(F)cc3F)cc1S2(=O)=O	4	6	11	4	-6	6	0	0.2	7	2
c1ccc(-c2cc(-c3ccccc3)[nH]n2)cc1	-12	2	1	-9	-4	-8	-3	-0.6	-5	-2
CCC(C)NCCOCCOc1ccc(C)cc1OC (stereo not drawn)	6	-1	1	7	10	6	4	-0.4	-1	2
Cc1ccc(C(C)C)c(OCc2nnc(SCC(=O)Nc3ncc(C)s3)n2C)c1	8	2	-2	2	-3	4	3	-0.1	1	2
COc1ccc(-c2cc(C(=O)Nc3cccc(S(=O)(=O)NCc4ccco4)c3)c3ccccc3n2)cc1OC	-3	7	4	-6	19	-5	-121	-42	-2	1
COC(=O)C1=C(C)Nc2ncnn2C1c1ccc(OC(=O)c2ccccc2)cc1 (stereo not drawn)	0	3	1	-2	1	-5	-4	0.3	1	6
COc1ccc(S(=O)(=O)N2CCCCC2)cc1NS(=O)(=O)c1cc(Cl)ccc1Cl	7	1	-8	-2	-6	2	-1	0.7	0	1
O=C(/C=C/c1ccccc1)c1ccoc1	-2	2	-4	1	14	2	2	-0.8	1	3
Cc1nc(NC(=O)CCc2ccccc2)sc1C	-24	4	3	5	5	4	-10	-0.4	4	3
O=C(Nc1cccc([N+](=O)[O-])c1)c1ccc(CN2CCOCC2)cc1	-4	4	4	4	-6	-7	6	-1.1	1	2
N/C(Cc1ccc(Cl)cc1Cl)=N\OC(=O)c1ccccc1F	-5	-1	9	-2	4	-1	2	0.1	4	0
COc1cc(OC)c(/C=C2\SC(=O)N(CC(=O)Nc3ccccc3F)C2=O)c(OC)c1	4	0	-1	-1	-5	6	-21	-50	0	4
O=C(NCCCN1CCCC1)c1cc(Sc2ccc(F)cc2)nc2ccccc12	1	4	0	-2	4	-2	0	0.0	0	-1
O=C(NCC(=O)N(c1ccccc1)C(C(=O)NC1CCCC1)c1ccncc1)c1cccs1 (stereo not drawn)	4	1	0	0	0	1	1	-0.2	1	-3
Cc1nonc1OCCNc1ccc([N+](=O)[O-])cc1[N+](=O)[O-]	-1	1	1	-8	-2	1	0	0.0	0	-5
CCN1CCN(CCCN(Cc2ccco2)C(=S)Nc2cc(Cl)ccc2C)CC1	2	-1	-1	-3	-2	-7	4	-0.7	0	0

Single records, as listed above. Values in the order: TDP2 inh, LEDGF integ inh, UHRF1 binding, Tn7 DDE FP, TCR-CD3 inh, DDE Tn6 FP inh, SIAE primary, proKLK7 act, PRMT1 inh, MBD2 inh
Listed for O=C(/C=C/c1ccccc1)c1ccoc1 = -2, 2, -4, 1, 14, 2, 2, -0.8, 1, 3
Listed for Cc1nc(NC(=O)CCc2ccccc2)sc1C = -24, 4, 3, 5, 5, 4, -10, -0.4, 4, 3
Listed for CCN1CCN(CCCN(Cc2ccco2)C(=S)Nc2cc(Cl)ccc2C)CC1 = 2, -1, -1, -3, -2, -7, 4, -0.7, 0, 0
Listed for COc1ccc(S(=O)(=O)N2CCCCC2)cc1NS(=O)(=O)c1cc(Cl)ccc1Cl = 7, 1, -8, -2, -6, 2, -1, 0.7, 0, 1

The list goes on:
SMILES	TDP2 inh	LEDGF integ inh	UHRF1 binding	Tn7 DDE FP	TCR-CD3 inh	DDE Tn6 FP inh	SIAE primary	proKLK7 act	PRMT1 inh	MBD2 inh
CCCn1nc(NS(=O)(=O)c2ccccc2[N+](=O)[O-])c2cc3ccccc3nc21	12	-4	-5	6	-3	2	11	0.1	5	-4
COc1ccc(C(=O)/C(C#N)=N/Nc2ccccc2[N+](=O)[O-])cc1	-7	2	-5	0	0	-5	12	-0.3	0	-5
COc1cc(/C=C/C(=O)OC(C)C(=O)c2ccccc2)cc(OC)c1OC (stereo not drawn)	0	0	0	1	-6	0	8	-0.8	0	5
Cc1cc(C)c(S(=O)(=O)N2CCN(C(=O)c3cc4ccccc4oc3=O)CC2)c(C)c1	4	-1	0	8	-1	-3	-3	-0.1	-1	2
COc1cccc(-c2noc(-c3cccs3)n2)c1	2	3	0	-3	8	0	-9	-0.5	1	0
C/C(=N/NC(=O)c1ccoc1C)C12CC3CC(CC(C3)C1)C2	7	-1	0	-1	1	-6	11	0.4	0	-4
CN(C)CCCNC(=O)c1cc(S(=O)(=O)N2CCOCC2)ccc1F	11	0	2	3	4	0	-2	-0.1	0	0
Cc1cc(=O)[nH]c2[nH][nH]c(=O)c12	-4	0	-2	1	-1	-3	7	0.5	-2	-7
CCOC(=O)c1ccc2nc(C)c3c(c2c1)OC(C)C3 (stereo not drawn)	0	0	3	-1	2	8	0	1.3	-2	2
CC1=C(C(=O)OC(C)C)C(c2cn(-c3ccccc3)nc2-c2cccs2)NC(=O)N1 (stereo not drawn)	-2	0	-3	7	3	5	-3	0.3	-3	-3
CCN(CC)S(=O)(=O)c1cc(NC(=O)c2n[nH]c(=O)c3ccccc23)ccc1C	0	0	0	-1	4	0	1	0.1	-5	-1
c1ccc(OCc2nc(-c3cccs3)no2)cc1	-2	0	-1	5	4	-10	-7	0.6	-4	-2
O=S(=O)(NCc1cccnc1)c1ccc(Cl)nc1	-7	-2	0	-4	5	1	-5	-0.9	-1	3
O=C(CCCO)N/N=C/c1ccccc1[N+](=O)[O-]	2	1	5	7	1	1	-1	-1.0	2	1
Cc1nnc(SCC(=O)Nc2ccc([N+](=O)[O-])cc2)n1CC1CCCO1 (stereo not drawn)	-5	-2	0	-2	9	9	1	0.0	1	-2
CC(=O)c1cccc(NC(=O)c2ccc(-c3c(C)noc3C)c3ccoc23)c1	0	-1	-1	2	1	4	-3	0.4	-4	-4
C[C@@H](C(=O)NCc1ccccc1)[C@@H]1C[C@@]1(C)[C@@H](NC(=O)OCc1ccccc1)c1ccccc1	-11	0	0	-6	-5	0	-4	0.8	1	0
Cc1ccc(C(=O)NNc2nc3ccccc3nc2C(F)(F)F)cc1	-4	-2	-2	-1	-2	0	-1	0.9	1	-3
Cc1cc(C(F)(F)F)nc(SCC(=O)NC2CCCCC2)n1	-9	-1	-2	0	5	10	-6	0.1	0	0
O=C(Cn1sc2ccccc2c1=O)N1CCN(C(=O)c2ccco2)CC1	-14	-1	0	-6	-3	0	1	-0.1	-3	0
CN(Cc1ccccc1)CC1C2CCC(C2)C1O (stereo not drawn)	2	-3	5	9	5	4	2	-0.4	1	-3
CCOc1ccc(S(=O)(=O)Nc2ccc3c(c2)c2c(n3S(=O)(=O)c3ccc(OCC)cc3)CCCC2=O)cc1	-3	2	0	6	6	8	-2	0.3	0	1
CC1CCN(C(=O)COc2ncnc3ccccc23)CC1	13	-2	3	-1	2	-7	-5	0.2	6	1
CN(CCNC(=O)C1CCC(=O)N(Cc2cccc(F)c2)C1)CCc1ccccc1 (stereo not drawn)	6	1	-2	6	1	-2	0	-0.1	-3	3
O=C(c1ccc(S(=O)(=O)Cc2ccccc2F)c([N+](=O)[O-])c1)N1CCCC1	-9	-2	-3	-2	4	4	0	0.0	0	-4
COCCn1c(SCC(=O)Nc2ccc(F)cc2)nc2c([nH]c3ccccc32)c1=O	-4	1	1	1	-2	-2	-4	0.2	-2	1
Cn1ncc2c(Nc3ccc(Br)cc3)nc(Nc3ccc(Br)cc3)nc21	4	-4	0	0	0	0	2	-5.0	0	1
C[C@@H]1CN([C@@H](C)CO)S(=O)(=O)c2ccc(Br)cc2O[C@H]1CN(C)Cc1ccc(-c2ccccc2)cc1	2	-4	-1	8	5	-3	-16	0.4	0	3
O=c1c2c(-c3cccs3)csc2ncn1-c1ccc(Br)cc1	-5	1	-4	-1	0	-7	-3	-0.6	-2	4
O=c1[nH]nc(-c2cccs2)c2ccccc12	-2	0	-3	4	12	-4	1	-0.1	-1	-5
CCc1nc2ccccc2c(C(=O)OCC(=O)NCc2ccc3c(c2)OCO3)c1C	6	-2	0	3	9	-1	0	0.6	0	4
COc1ccccc1C(C(=O)c1ccccc1)c1ccc(O)cc1 (stereo not drawn)	7	2	-2	-3	0	0	-4	0.3	-2	-7
CCOCCCNC(=O)C(c1ccc(OC)cc1)N(Cc1cccs1)C(=O)c1ccccc1O (stereo not drawn)	-8	-3	-3	0	5	5	-6	0.2	-1	-4
O=C(O)C(=O)/C(=C\c1cccc(Cl)c1)c1ccc2ccccc2n1	2	-3	3	4	-7	5	-2	-6.9	2	1
O=C(O)Cc1ccc(-c2ccccc2-c2ccccc2)cc1	-9	4	3	-8	0	-2	-5	0.2	-4	-2
O=C(CNC(=O)C1COc2ccccc2O1)Nc1ccc(F)c(F)c1 (stereo not drawn)	-9	-2	1	-1	4	3	-8	-0.4	-5	-2
O=C1c2cccc3cccc(c23)C(=O)N1CCCn1ccnc1	14	3	-6	-2	3	-2	8	0.6	0	1
